FadD28 FP inh: blocks FadD28 binding to the bisubstrate probe. fluorescence polarization. inhibition, % at 12.5 µM. 360,000 tested, 0.22% active. AID 588549; in the data active means inhibition above about 8.5%, passing the limit was not always enough; inconclusive means no clear call, values can overlap the other calls
CCHFV vOTU inh: blocks the CCHF virus ovarian tumor domain protease. CCHFV vOTU protease, Pep-AMC fluorescence. inhibition, % at 11.5 µM. 370,000 tested, 0.55% active. AID 651958; further: 0% = vehicle wells with enzyme and 100% = no enzyme wells
PrPC TRFRET: inhibitors of human cell surface prion protein PrPC | TR-FRET read-out | P04156 | 370,000 tested, 0.43% active | inhibition, % at 13.8 µM; in the data active means inhibition above about 24%; further: 0% = median of the test wells and 100% = reference compound wells
UGM FP inh: Mtb UDP-galactopyranose mutase inhibition | inhibition, % at 10 µM | 320,000 tested, 0.06% active | P9WIQ1 | purified UGM, fluorescence polarization probe displacement; in the data active means inhibition above about 10%, passing the limit was not always enough; inconclusive means no clear call, values can overlap the other calls
Target sequence (P9WIQ1 whole entry, looked up): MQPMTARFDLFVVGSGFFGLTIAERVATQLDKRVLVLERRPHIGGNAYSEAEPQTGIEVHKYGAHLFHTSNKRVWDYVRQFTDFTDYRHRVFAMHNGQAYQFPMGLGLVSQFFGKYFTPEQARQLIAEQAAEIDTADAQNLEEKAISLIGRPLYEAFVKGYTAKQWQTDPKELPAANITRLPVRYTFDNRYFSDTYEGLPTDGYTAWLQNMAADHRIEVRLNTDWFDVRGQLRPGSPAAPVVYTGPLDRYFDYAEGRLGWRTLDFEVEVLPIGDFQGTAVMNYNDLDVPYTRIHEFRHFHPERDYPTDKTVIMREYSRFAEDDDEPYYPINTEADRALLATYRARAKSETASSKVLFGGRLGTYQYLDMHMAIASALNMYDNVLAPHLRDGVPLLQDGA
BoNT F protease: inhibitors of Botulinum neurotoxin F light chain protease | Multiplex microsphere protease cleavage assay, flow cytometry | inhibition, % at 10 µM | 360,000 tested, 0.22% active | AID 588497; in the data active means inhibition above about 35%, passing the limit was not always enough; inconclusive means no clear call, values can overlap the other calls; further: plate controls were buffer without enzyme for full effect and enzyme alone for no effect
BioA inh: blocks M. tuberculosis BioA enzyme activity; purified M. tuberculosis BioA enzyme, plate reader; 360,000 tested, 0.096% active; AID 602481; inhibition, % at 9.99 µM; in the data active means inhibition above about 40%; inconclusive means no clear call, values can overlap the other calls
Mtb FBA inh: inhibits M. tuberculosis FBA enzyme; P9WQA3; purified M. tuberculosis FBA, fluorescence read-out; inhibition, % at 1 µM; 360,000 tested, 2.3% active; in the data active means inhibition above about 27%;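 further: 0% = vehicle and 100% = reference inhibitor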
Target sequence (P9WQA3 whole entry, looked up): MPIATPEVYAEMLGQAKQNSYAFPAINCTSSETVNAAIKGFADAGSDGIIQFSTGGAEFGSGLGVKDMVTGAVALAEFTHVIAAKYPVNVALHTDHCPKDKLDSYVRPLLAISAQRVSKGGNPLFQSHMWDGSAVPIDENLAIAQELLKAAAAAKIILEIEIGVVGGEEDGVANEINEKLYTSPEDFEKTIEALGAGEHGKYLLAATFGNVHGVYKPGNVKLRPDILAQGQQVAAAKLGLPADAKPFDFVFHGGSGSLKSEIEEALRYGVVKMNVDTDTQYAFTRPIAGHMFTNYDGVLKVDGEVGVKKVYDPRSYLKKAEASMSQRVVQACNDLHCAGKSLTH
BoNT-A LC inh2: inhibitors of Botulinum neurotoxin A light chain protease | 360,000 tested, 0.17% active | inhibition, % at 10 µM | AID 588499 | multiplex microsphere protease substrate cleavage, flow cytometry; in the data active means inhibition above about 30%; inconclusive means no clear call, values can overlap the other calls; further: plate controls were buffer without enzyme for full effect and enzyme alone for no effect
GDH-TPI inh: GDH-TPI coupled enzyme inhibition counter-screen; GDH-TPI coupled enzyme counterscreen, NADH absorbance; inhibition, % at 4.8 µM; 360,000 tested, 1.2% active;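 further: 0% = DMSO wells and 100% = wells lacking the enzyme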
* = called active by the depositor; ? = inconclusive; . = not tested or not shown. Unless noted, no stated cut-off is given here; in the data, active means inhibition above about 30%; inactive means the rest.

Start of the data: the first 11 records, ahead of the listing:
structure	FadD28 FP inh	CCHFV vOTU inh	PrPC TRFRET	UGM FP inh	BoNT F protease	BioA inh	Mtb FBA inh	BoNT-A LC inh2	GDH-TPI inh
O=C(O)c1ccc(NC(=O)C2C3CCC(C3)C2C(=O)O)cc1 (stereo not drawn)	-2.1	6	0	3.5	-1	-2.6	2	0.5	3
Cc1ccc(Cl)cc1NC(=S)N1CCC(c2ccccc2)C1 (stereo not drawn)	-2.8	-10	5	0.4	-5	.	-1	-1.8	9
CCOC(=O)Cc1csc(NC(=O)c2ccc(Cl)nc2)n1	-3.2	-17	10	-0.8	-3	0.0	-3	0.7	1
O=C1NC2(CCCCC2)N=C1c1ccccc1	1.3	13	8	1.9	-7	-1.0	2	-4.7	6
COc1ccc(NC(=O)CN2C(=O)COc3ccc(S(=O)(=O)N4CCCCCC4)cc32)cc1	-1.0	9	10	-0.9	-7	-1.1	0	0.8	4
O=C(Nc1nnc(S(=O)(=O)N2CCOCC2)s1)c1ccc(Cl)cc1	-1.9	7	5	-0.3	-5	-1.0	-1	-0.5	21
Cc1ccccc1NC(=O)Cc1nc(COC(=O)C(C)(C)Oc2ccc(Cl)cc2)cs1	-4.8	11	-5	.	-5	0.8	-2	0.0	-5
NC(=O)c1cc[n+](Cc2ccc([N+](=O)[O-])cc2)cc1	-0.6	6	-36	2.9	?	-0.5	-1	0.5	8
CC1CN(S(=O)(=O)c2ccc(CN3C(=O)c4cccnc4C3=O)s2)c2ccccc2O1 (stereo not drawn)	-3.6	11	12	-2.1	4	-2.2	0	3.6	6
CC(C)[C@@H](C(=O)NC1CC1)N1C(=O)N2CCc3c([nH]c4ccccc34)[C@@]2(C)C1=O	2.3	6	-7	1.5	2	3.8	3	-0.1	-14
COc1ccc(-c2nnc(SCc3nc4ccccc4c(=O)[nH]3)o2)cc1	-2.7	-13	3	-0.9	3	-1.1	-3	0.1	-3

Main list, repeating the preview:
structure	FadD28 FP inh	CCHFV vOTU inh	PrPC TRFRET	UGM FP inh	BoNT F protease	BioA inh	Mtb FBA inh	BoNT-A LC inh2	GDH-TPI inh
O=C(O)c1ccc(NC(=O)C2C3CCC(C3)C2C(=O)O)cc1 (stereo not drawn)	-2.1	6	0	3.5	-1	-2.6	2	0.5	3
Cc1ccc(Cl)cc1NC(=S)N1CCC(c2ccccc2)C1 (stereo not drawn)	-2.8	-10	5	0.4	-5	.	-1	-1.8	9
CCOC(=O)Cc1csc(NC(=O)c2ccc(Cl)nc2)n1	-3.2	-17	10	-0.8	-3	0.0	-3	0.7	1
O=C1NC2(CCCCC2)N=C1c1ccccc1	1.3	13	8	1.9	-7	-1.0	2	-4.7	6
COc1ccc(NC(=O)CN2C(=O)COc3ccc(S(=O)(=O)N4CCCCCC4)cc32)cc1	-1.0	9	10	-0.9	-7	-1.1	0	0.8	4
O=C(Nc1nnc(S(=O)(=O)N2CCOCC2)s1)c1ccc(Cl)cc1	-1.9	7	5	-0.3	-5	-1.0	-1	-0.5	21
Cc1ccccc1NC(=O)Cc1nc(COC(=O)C(C)(C)Oc2ccc(Cl)cc2)cs1	-4.8	11	-5	.	-5	0.8	-2	0.0	-5
NC(=O)c1cc[n+](Cc2ccc([N+](=O)[O-])cc2)cc1	-0.6	6	-36	2.9	?	-0.5	-1	0.5	8
CC1CN(S(=O)(=O)c2ccc(CN3C(=O)c4cccnc4C3=O)s2)c2ccccc2O1 (stereo not drawn)	-3.6	11	12	-2.1	4	-2.2	0	3.6	6
CC(C)[C@@H](C(=O)NC1CC1)N1C(=O)N2CCc3c([nH]c4ccccc34)[C@@]2(C)C1=O	2.3	6	-7	1.5	2	3.8	3	-0.1	-14
COc1ccc(-c2nnc(SCc3nc4ccccc4c(=O)[nH]3)o2)cc1	-2.7	-13	3	-0.9	3	-1.1	-3	0.1	-3
Cc1ccc(/C=N/Nc2cccc3cccnc23)c(O)c1	1.2	6	-7	-1.7	0	.	-1	-1.5	12
Cc1ccc(S(=O)(=O)NCC(=O)NCC(=O)N(C)Cc2ccc3ccccc3c2)cc1C	-1.6	12	1	-0.7	-6	-2.6	-2	-3.0	-2
COc1cc(/C=C/C(=O)OCC(=O)N2CCOCC2)ccc1OCC#N	-4.5	-10	-2	-0.9	-2	.	15	0.4	6
Cc1ccc(OCCN2CCN(C(=O)CCC(=O)Nc3nnc(C)s3)CC2)cc1	-1.3	-3	-3	1.3	0	-2.9	-2	0.8	1
COc1ccc(NC(=O)C(=O)NCCCn2ccnc2)cc1	-2.1	-9	-3	-0.5	-2	.	-2	-0.3	-5
CCc1ccc(C(C)NC(=O)Cc2ccc(F)cc2)cc1 (stereo not drawn)	1.7	5	-2	1.7	-3	.	7	-0.4	3
Cc1cc2n(n1)C(c1ccco1)Nc1ccccc1-2 (stereo not drawn)	-6.0	-5	-7	-0.7	0	-0.9	7	-0.9	-3
COC(=O)C1CCN(C(=O)c2c(-c3ccccc3Cl)noc2C)CC1	-1.3	-1	-1	1.6	10	-0.5	0	-1.3	4
O=c1cc(CN2CCN(Cc3ccccc3)CC2)c2cc3c(cc2o1)CCC3	-2.4	8	-3	1.8	3	0.2	-2	-0.6	11

Single entries from the entries so far.
Entry for O=c1cc(CN2CCN(Cc3ccccc3)CC2)c2cc3c(cc2o1)CCC3 in PrPC TRFRET: -3
Entry for Cc1cc2n(n1)C(c1ccco1)Nc1ccccc1-2 (stereo not drawn) in Mtb FBA inh: 7

Further compounds follow.
structure	FadD28 FP inh	CCHFV vOTU inh	PrPC TRFRET	UGM FP inh	BoNT F protease	BioA inh	Mtb FBA inh	BoNT-A LC inh2	GDH-TPI inh
O=c1cc(COc2ncnc3ccccc23)nc2sccn12	-2.2	-1	0	1.8	-10	1.0	11	-2.8	0
CCC(=O)c1cn(CC(=O)Nc2cccc(C)c2)c2ccccc12	-2.0	-3	14	-1.5	-2	-0.9	2	-2.5	3
Cc1ccc(NC(=O)CC(C)c2ccccc2)cc1S(=O)(=O)N1CCOCC1 (stereo not drawn)	-4.2	4	12	1.7	1	0.5	1	0.3	1
S=c1nccc(-c2cccs2)[nH]1	-1.9	10	-4	-0.2	4	-0.8	3	0.5	1
C=CC[C@]12C=C(OC)C(=O)C(OC)=C1O[C@@H](c1ccc3c(c1)OCO3)[C@H]2C	-1.2	-2	2	-1.1	3	0.0	1	-1.0	1
COC(=O)c1ccccc1NC(=O)c1ccc(F)cc1	1.4	-6	-17	0.1	-10	-1.4	-2	-0.9	20
Nc1nc2c(ncn2[C@@H]2O[C@H](CNCc3ccc4ncccc4c3)[C@@H](O)[C@H]2O)c(=O)[nH]1	-1.9	4	-5	.	12	1.1	-3	-0.2	.
O=C(c1ccco1)N1CCN(C(=O)c2cccs2)CC1	-1.1	-2	-1	-2.4	-8	-0.2	3	-1.1	2
O=C(c1cc([N+](=O)[O-])cc([N+](=O)[O-])c1)N(Cc1nnc(-c2ccccc2Cl)o1)C1CC1	-3.2	-8	-41	0.5	-8	.	1	-1.2	2
COCCn1c(-c2ccc3ccccc3c2)nc2c1c(=O)[nH]c(=O)n2CC(C)C	-2.4	6	6	-0.5	-8	3.3	73*	0.8	-2
Cc1ccccc1-c1nc(CS(=O)(=O)CC(=O)NCCCN2CCN(C)CC2)c(C)o1	-2.4	5	1	-0.8	-8	-0.6	-3	-0.7	0
CCOCCCNC(=O)C(c1ccc(OC)cc1)N(Cc1ccc2c(c1)OCO2)C(=O)CNC(C)=O (stereo not drawn)	0.3	6	5	-4.1	-18	-0.6	5	1.0	5
CC(C)NCCCOc1ccc(Cl)cc1Br	-4.3	7	-2	0.5	5	-0.9	2	1.1	-7
COc1cc2[nH]c(C(=O)N(C)C3CCS(=O)(=O)C3)cc2c(OC)c1OC (stereo not drawn)	-3.5	8	-5	3.7	2	1.0	-1	0.3	1
COc1cccc(NC(=S)N(Cc2cccc(Br)c2)CC2CCC(C(=O)O)CC2)c1 (stereo not drawn)	-0.4	9	4	1.3	-7	3.7	-2	-0.1	1
CCc1nc(Nc2ccccc2O)c2oc3ccccc3c2n1	2.0	3	6	-4.0	-10	-1.7	1	-2.5	8
COC(=O)c1sc2nc3c(cc2c1N)CCCC3	-1.3	1	-9	0.3	-2	.	9	-0.9	2
COc1ccc(N2CCN(C(=O)C3CCN(C(=O)c4ccc([N+](=O)[O-])cc4)CC3)CC2)cc1	-0.1	-3	-16	0.8	7	-0.9	0	2.8	-6
CCCc1cc(=O)oc2cc(C)cc(OCC(=O)NC(Cc3ccc(Cl)cc3)C(=O)O)c12 (stereo not drawn)	-5.1	-20	-2	0.3	-11	0.1	70*	0.2	5
Cc1nn(C(C)C(=O)NCc2ccccc2Cl)c(=O)c2c1sc1ccccc12 (stereo not drawn)	-2.1	-1	0	-0.3	-18	-0.1	3	0.3	8

Continuation.
| smiles | FadD28 FP inh | CCHFV vOTU inh | PrPC TRFRET | UGM FP inh | BoNT F protease | BioA inh | Mtb FBA inh | BoNT-A LC inh2 | GDH-TPI inh |
| --- | --- | --- | --- | --- | --- | --- | --- | --- | --- |
| CC(C)Oc1ccc(C2CC(=O)N(c3ccc(C(=O)O)cc3)C2=O)cc1 (stereo not drawn) | -2.2 | -8 | 3 | -0.5 | 0 | -4.5 | 2 | -0.6 | 2 |
| CC(=O)c1ccc2c(c1)N(C)c1ccccc1S2 | -0.1 | -4 | 0 | 3.8 | 0 | 2.2 | -9 | 2.9 | 2 |
| O=C(NCc1ccccn1)C1CCN(S(=O)(=O)c2cccs2)CC1 | -3.0 | 4 | 5 | 2.7 | 20 | . | -4 | 15 | -9 |
| Cc1cccc(NC(=O)CCNC(=O)c2ccc(Br)cc2)c1C | -1.9 | -7 | 1 | -0.8 | -6 | -1.2 | 5 | 0.7 | 1 |
| FC(F)Sc1ccc(NC(=S)NC(c2ccccc2)c2ccccc2)cc1 | -2.3 | 3 | 1 | -1.7 | -3 | . | -5 | 1.4 | 1 |
| CN1C(=S)SC(C)(C)C1N(O)C(=O)Nc1ccc(Cl)cc1 (stereo not drawn) | -6.3 | 4 | 18 | 1.2 | -1 | . | 3 | 0.4 | -5 |
| COc1ccc(NC(=O)c2ccc(CN3CCc4ccccc4C3)cc2)cc1OC | -2.0 | -9 | 8 | -1.0 | ? | 27 | 0 | 6.2 | 13 |
| CN(Cc1ccccc1)C(=O)CN(Cc1ccccc1)S(C)(=O)=O | -1.8 | 9 | -2 | -0.2 | 2 | 0.4 | -2 | 0.2 | 0 |
| COc1ccc(S(=O)(=O)Nc2cc3c4c(oc3c3ccccc23)CCCC4=O)cc1 | -14 | -2 | 5 | -2.5 | -23 | 0.1 | 1 | -0.9 | -3 |
